# HPDE-C7 cytotoxicity: HPDE-C7 pancreatic duct cell viability loss – fluorescence, HTS (AID 430); HPDE-C7 pancreatic duct cells viability, fluorescence; higher % means a stronger effect; cytotoxicity, % at 10 µM, or EC50 in µM where a hit was titrated; actives 1.8% (n = 63,000);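 further: cells exposed to compound for 48 hours before viability readout; 0% = vehicle and 100% = reference cytotoxic drug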
# HT1080 viability: cytotoxicity in HT1080 fibrosarcoma cells, cell-based, fluorescence readout (AID 620); HT1080 viability, fluorescence; higher % means a stronger effect; cytotoxicity, % at 10 µM; hits with a dose series show EC50 in µM; actives 0.42% (n = 87,000);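 further: cells exposed to compound overnight then 4 h with Alamar Blue; 0% = vehicle DMSO and 100% = killing control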
# TNAP inhibition: inhibition of tissue-nonspecific alkaline phosphatase – biochemical, luminescent (AID 518) | purified TNAP enzyme, luminescent substrate readout; higher % means a stronger effect | inhibition, % at 20 µM; hits with a dose series show IC50 in µM | actives 0.09% (n = 64,000); in the data active means a potency from the dose series; inactive means the rest, 99 in 100 with inhibition below about 22%;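 further: plate controls were vehicle for no effect and reference inhibitor for full effect; many of its hits are not listed in these tables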
# MK inhibit: inhibitors of Streptococcus pneumoniae mevalonate kinase; purified MK, PK/LDH-coupled NADH absorbance 340 nm; inhibition, % at 10 µM; actives 0.48% (n = 65,000);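 active means ranked among the strongest by inhibition in the single 10 µM screen, a fixed top-ranked set picked for dose follow-up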; further: no value below 0 was filed
# DPM-DC inhibit: S. pneumoniae DPM-DC inhibition. AID 556. purified DPM-DC, PK/LDH coupled NADH fluorescence. actives 0.49% (n = 65,000). calls only at 10 µM;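 active means the 320 compounds with the highest percent inhibition in the single-dose primary screen, excluding strongly autofluorescent ones, cut at about 32% in these data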;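 further: kinetic rate of NADH fluorescence loss reporting ADP formed by the decarboxylase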
# Bfl-1 displacement: displacement of Bid BH3 peptide from Bfl-1 – biochemical, fluorescence polarization, FITC-Bid, mouse, primary screen (AID 432). FITC-Bid BH3 peptide fluorescence polarization displacement; higher % means a stronger effect. displacement, % at 20 µM, or IC50 in µM where a hit was titrated. actives 0.02% (n = 64,000); in the data active means a potency from the dose series; inactive means the rest, 99 in 100 with displacement below about 15%; further: strong numbers were not always called active
# Spn PMK inh: blocks S. pneumoniae phosphomevalonate kinase. purified PMK, PK/LDH-coupled NADH absorbance 340 nm. inhibition, % at 10 µM. actives 0.49% (n = 65,000);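 active means top-ranked compounds by inhibition in the single 10 µM screen, taking a fixed number of the strongest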;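 further: 0% = full reaction with DMSO carrier and 100% = background rate without enzyme reaction; no value below 0 was filed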
# HPDE-C7K KRASV12: cytotoxicity in KRAS-transformed pancreatic duct cells, primary screen, cell-based, fluorescence, HTS (AID 431) | HPDE-C7K KRASV12 cells, Alamar Blue viability, 48 h; higher % means a stronger effect | actives 1.7% (n = 63,000) | one-dose cytotoxicity, % at 10 µM; EC50 in µM for titrated hits;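 active means compounds whose percent cytotoxicity in the single-dose primary screen, scaled between solvent and toxic-drug controls, exceeds 50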;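 further: 0% = DMSO solvent wells and 100% = doxorubicin-treated wells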
# LYP inhibition: inhibition of human PTPN22 tyrosine phosphatase – biochemical, DiFMUP fluorescence, recombinant catalytic domain, 10 µM, primary screen (AID 606); 52,000 tested, under 10 active; recombinant LYP catalytic domain, DiFMUP fluorescence; higher % means a stronger effect; one-dose inhibition, % at 10 µM; IC50 in µM for titrated hits;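 active means IC50 under 40 µM in the dose-response test; inactive means IC50 of 40 µM or more, or never dose-tested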
# Spn PMK inh pilot replicates: also measured in Spn PMK inh; calls as there; inhibition, %; measured here: pilot screen replicates
# MK inhibit pilot replicates: further read-out of MK inhibit, marked with its call; inhibition, %; measured here: pilot screen replicates
# DPM-DC inhibit pilot screen %: further read-out of DPM-DC inhibit, marked with its call; inhibition, %; measured here: pilot screen trials
# * hit, by the source's call; i = inactive; . = not tested or not shown; + = active, no number. Unless noted, no stated cut-off is given here; in the data, active means cytotoxicity above about 50%; inactive means the rest.
SMILES,HPDE-C7 cytotoxicity,HT1080 viability,TNAP inhibition,MK inhibit,DPM-DC inhibit,Bfl-1 displacement,Spn PMK inh,HPDE-C7K KRASV12,LYP inhibition,others
CCn1cc(C2=NC(c3ccccc3)CO2)c2ccccc21 (stereo not drawn),-5%,0%,5%,5,i,-5%,1,-2%,.,
CCCN1Cc2cccc(C(=O)NCc3cccs3)c2C1=O,-4%,5%,20%,4,i,-3%,16,6%,0%,Spn PMK inh pilot replicates=0.5;MK inhibit pilot replicates=0.5;DPM-DC inhibit pilot screen %=2.0
COc1ccccc1C1N(c2ccc(F)cc2)C(=O)C2CCCN21 (stereo not drawn),3%,-5%,13%,0,i,-10%,16,8%,3%,Spn PMK inh pilot replicates=1.0;MK inhibit pilot replicates=0.0;DPM-DC inhibit pilot screen %=1.5
CCn1c(SCC(=O)c2ccccc2)nnc1-c1ccoc1C,-22%,-5%,10%,0,i,-9%,20,-4%,5%,
COCCN1CN=C(Nc2nc3ccccc3s2)NC1,0%,-5%,0%,2,i,1%,3,3%,1%,
NS(=O)(=O)c1ccc(NS(=O)(=O)/C=C/c2ccccc2)cc1,-2%,-2%,2%,1,i,-1%,0,7%,3%,
O=C(O)C1CCCN1c1ncccn1 (stereo not drawn),0%,14%,7%,9,i,-4%,15,-10%,-2%,
CC(=O)c1cccc(NC(=O)CN(C2CCCCC2)S(C)(=O)=O)c1,-1%,-4%,4%,7,i,-5%,4,2%,-2%,
Cc1cc(C)nc(SCc2nnc(SCC(=O)Nc3ccc(Cl)c(C(F)(F)F)c3)o2)n1,-4%,-3%,4%,5,i,2%,6,-7%,.,
COc1ccc(CCNC(=O)c2cnn3ccccc23)c(OC)c1OC,-2%,4%,9%,3,i,2%,5,6%,8%,Spn PMK inh pilot replicates=6.0;MK inhibit pilot replicates=7.0;DPM-DC inhibit pilot screen %=5.5

# 8 structures from above, ordered by length of the SMILES, ascending.
SMILES,HPDE-C7 cytotoxicity,HT1080 viability,TNAP inhibition,MK inhibit,DPM-DC inhibit,Bfl-1 displacement,Spn PMK inh,HPDE-C7K KRASV12,LYP inhibition,others
O=C(O)C1CCCN1c1ncccn1 (stereo not drawn),0%,14%,7%,9,i,-4%,15,-10%,-2%,
COCCN1CN=C(Nc2nc3ccccc3s2)NC1,0%,-5%,0%,2,i,1%,3,3%,1%,
CCCN1Cc2cccc(C(=O)NCc3cccs3)c2C1=O,-4%,5%,20%,4,i,-3%,16,6%,0%,Spn PMK inh pilot replicates=0.5;MK inhibit pilot replicates=0.5;DPM-DC inhibit pilot screen %=2.0
CCn1c(SCC(=O)c2ccccc2)nnc1-c1ccoc1C,-22%,-5%,10%,0,i,-9%,20,-4%,5%,
COc1ccccc1C1N(c2ccc(F)cc2)C(=O)C2CCCN21 (stereo not drawn),3%,-5%,13%,0,i,-10%,16,8%,3%,Spn PMK inh pilot replicates=1.0;MK inhibit pilot replicates=0.0;DPM-DC inhibit pilot screen %=1.5
NS(=O)(=O)c1ccc(NS(=O)(=O)/C=C/c2ccccc2)cc1,-2%,-2%,2%,1,i,-1%,0,7%,3%,
CC(=O)c1cccc(NC(=O)CN(C2CCCCC2)S(C)(=O)=O)c1,-1%,-4%,4%,7,i,-5%,4,2%,-2%,
Cc1cc(C)nc(SCc2nnc(SCC(=O)Nc3ccc(Cl)c(C(F)(F)F)c3)o2)n1,-4%,-3%,4%,5,i,2%,6,-7%,.,

# Continued:
SMILES,HPDE-C7 cytotoxicity,HT1080 viability,TNAP inhibition,MK inhibit,DPM-DC inhibit,Bfl-1 displacement,Spn PMK inh,HPDE-C7K KRASV12,LYP inhibition,others
Cc1sccc1C1C(C#N)=C(N)SC(N)=C1C#N,13%,-10%,10%,14,i,3%,0,18%,13%,
COc1ccccc1C1C(C(N)=O)=C(C)Nc2ncnn21 (stereo not drawn),-5%,-3%,7%,3,i,-4%,6,-10%,13%,
COc1ccc(-c2cc(C(F)(F)F)nc(SCCC(=O)N3CCN4CCCC4C3)n2)cc1 (stereo not drawn),.,-7%,.,10,+,.,1,.,9%,
CC(C)CCNC(=O)Cn1c(NCCC(C)C)nc2c1c(=O)n(C)c(=O)n2C,18%,6%,16%,2,i,-5%,4,12%,5%,Spn PMK inh pilot replicates=0.0;MK inhibit pilot replicates=0.0;DPM-DC inhibit pilot screen %=0.0
Cc1c(NC(=O)C2Cc3ccccc3CN2C(=O)c2ccco2)c(=O)n(-c2ccccc2)n1C (stereo not drawn),-2%,11%,6%,6,i,-2%,2,9%,3%,
O=C(Nc1nnc(C2CC2)o1)c1ccc(S(=O)(=O)N2CCCc3ccccc32)cc1,74%*,.,-1%,0,i,-7%,14,61%*,.,
Nc1nc(-c2ccc(Cl)cc2)cc(C(F)(F)F)n1,1%,0%,14%,0,i,-5%,10,10%,.,Spn PMK inh pilot replicates=1.5;MK inhibit pilot replicates=3.0;DPM-DC inhibit pilot screen %=4.5
CCCCOC(=O)c1ccc(NC(=O)CSCc2n[nH]c(=O)[nH]2)cc1,5%,0%,-17%,6,i,-8%,9,19%,.,
Cc1nn(CC(=O)NCCc2ccccc2)c(=O)c2ccccc12,-12%,6%,6%,0,i,-1%,12,-13%,.,
COc1cc(C)c(N(C(C)=O)c2ccccc2)c(C)c1,.,6%,2%,7,i,0%,11,.,9%,
COc1ccc(-c2nnc3sc(CCN4C(=O)c5ccccc5C4=O)nn23)cc1,-6%,7%,7%,17,i,-5%,15,-13%,4%,
Cc1nc2ccccc2c(=O)n1NCc1cc(Br)cs1,-4%,1%,14%,1,i,-5%,10,-4%,0%,
CCCC(=O)NCc1ccc2c(c1)cc(C)n2C,.,6%,.,2,i,.,9,.,.,
CN(C)S(=O)(=O)c1cccc(C(=O)Nc2ccc(Cl)cn2)c1,-16%,3%,13%,5,i,3%,11,-5%,5%,
COc1cc(C(=O)Nc2cccc(-c3nc4cc(C)ccc4o3)c2)cc(OC)c1OC,49%,14%,6%,2,i,-3%,0,44%,6%,Spn PMK inh pilot replicates=0.0;MK inhibit pilot replicates=0.0;DPM-DC inhibit pilot screen %=1.0
CCOc1ccc(/C(O)=C2/C(=O)C(=O)N(CCN(C)C)C2c2ccccc2)cc1Cl (stereo not drawn),6%,-2%,12%,15,i,4%,8,13%,8%,
c1ccc(NC(=NCc2ccco2)c2ccccc2)cc1,-18%,1%,10%,0,i,-11%,27*,6%,.,
Cc1ccc(C)c(CSc2nnc([C@@H](N)C(C)C)o2)c1,-14%,2%,2%,10,i,-2%,10,-7%,.,

# Screening data (PubChem)
